# From PubChem BioAssay
# Eya2 phos inh: inhibitors of human Eya2 phosphatase activity | hit rate 0.006% among 330,000 | AID 488837 | Potency, µM (series often up to 76.9 µM), without a hit: top-dose activity, negative = inhibition, most hits filed as inhibitors | recombinant Eya2, OMFP fluorescence dephosphorylation (OMFP is methylfluorescein phosphate); also: potency is read from the fitted curve at half-maximal effect; % is scaled to controls: 0 for no effect and ±100 for the full control effect
#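 Eya2 (0.2 uM) preincubated 10 min at ambient with compound, then OMFP substrate added at 50 uM; 10 min reaction in 50 mM HEPES pH 7.5, 50 mM NaCl, 5 uM MgCl2, 0.05% BSA, 1 mM DTT. Fluorescence read at Ex 485/Em 525 nm.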
# TRPV1 agonist: activates the human vanilloid receptor TRPV1 | Q8NER1 | TRPV1-expressing cells, Fluo-8 calcium influx, agonist mode | activation, % at 8.33 µM | hit rate 0.19% among 320,000 | AID 540275; in the data active = activation above about 80%; inconclusive = between about 30% and that limit; also: 0% is about no effect
#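 TRPV1-expressing cells were cultured overnight at 35.5C and loaded with Fluo-8 calcium dye for 40 to 90 min at room temperature. After a 10 s baseline, compound was added and calcium influx was read kinetically for 3 min (ex 480/em 520 nm).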
# TCR activator: T cell receptor activation; primary human leukocytes, anti-CD3, IL-2 HTRF, 48 h; Potency, µM (series often up to 9.22 µM), inactives show at the highest dose activation of IL-2 secretion, hits mostly activators; 330,000 tested, under 10 active; AID 504894; also: % of control where 0% means no effect
#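 Using a-CD3 beads without co-stimulation, primary human leukocytes were exposed to compounds for 48 hr. An HTRF IL-2 kit measured the cytokine, with europium-to-d2 energy transfer producing emission at 665nm upon 320nm excitation.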
# hERG WT inh: blocks the wildtype human KCNH2 potassium channel; Q12809; U2OS, BacMam KCNH2, thallium flux FluxOr; stronger effect = lower value; activity change, % at 1.84 µM; hit rate 0.37% among 340,000; AID 720551;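 active = maximum activity change below -70%; inconclusive = maximum activity change between -70% and -50%; inactive = maximum activity change above -50%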; also: % is scaled to controls: 0 for no effect and ±100 for the full control effect
# Target sequence (Q12809 whole entry, looked up): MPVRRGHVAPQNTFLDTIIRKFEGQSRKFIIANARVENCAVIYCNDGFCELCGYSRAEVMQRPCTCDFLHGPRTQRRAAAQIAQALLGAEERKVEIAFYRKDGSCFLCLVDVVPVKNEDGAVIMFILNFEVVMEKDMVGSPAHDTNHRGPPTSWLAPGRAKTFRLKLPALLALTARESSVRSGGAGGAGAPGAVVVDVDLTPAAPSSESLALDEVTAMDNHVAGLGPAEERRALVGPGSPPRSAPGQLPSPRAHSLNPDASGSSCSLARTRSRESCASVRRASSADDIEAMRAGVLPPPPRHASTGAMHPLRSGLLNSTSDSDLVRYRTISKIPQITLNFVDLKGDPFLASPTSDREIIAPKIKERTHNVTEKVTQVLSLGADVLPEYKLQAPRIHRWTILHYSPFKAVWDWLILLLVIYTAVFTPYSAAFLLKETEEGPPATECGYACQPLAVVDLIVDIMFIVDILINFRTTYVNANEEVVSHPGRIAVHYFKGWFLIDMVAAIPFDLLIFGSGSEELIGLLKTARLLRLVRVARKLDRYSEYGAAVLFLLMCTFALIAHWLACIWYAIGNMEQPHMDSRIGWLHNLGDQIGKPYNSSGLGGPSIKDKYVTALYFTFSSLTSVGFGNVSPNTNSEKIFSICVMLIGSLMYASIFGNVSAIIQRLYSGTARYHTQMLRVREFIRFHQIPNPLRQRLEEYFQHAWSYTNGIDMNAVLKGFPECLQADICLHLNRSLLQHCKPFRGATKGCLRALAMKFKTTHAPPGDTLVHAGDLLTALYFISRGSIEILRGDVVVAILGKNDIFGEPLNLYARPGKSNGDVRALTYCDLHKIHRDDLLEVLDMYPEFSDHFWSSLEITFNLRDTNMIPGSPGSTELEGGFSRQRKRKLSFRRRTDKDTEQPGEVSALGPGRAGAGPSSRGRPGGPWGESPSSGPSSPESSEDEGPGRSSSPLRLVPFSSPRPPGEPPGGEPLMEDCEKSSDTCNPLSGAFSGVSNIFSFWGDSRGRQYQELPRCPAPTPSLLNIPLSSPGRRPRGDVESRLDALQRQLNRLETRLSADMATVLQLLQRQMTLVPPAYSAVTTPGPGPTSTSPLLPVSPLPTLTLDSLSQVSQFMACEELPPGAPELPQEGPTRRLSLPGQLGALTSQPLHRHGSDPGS
#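 U2OS cells transduced with wild-type KCNH2 virus are loaded with FluxOr dye for 45 min, and thallium flux is measured in kinetic reads before and after stimulation buffer. Rate constants are normalized to DMSO controls.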
# KCNH2 3.1 inh: blocks the human KCNH2 3.1 channel isoform; U2OS KCNH2 3.1, thallium flux FluxOr; stronger effect = lower value; activity change, % (tested at about 1.8 µM); hit rate 0.95% among 340,000; AID 720553;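 active = maximum activity change below -70%; inconclusive = maximum activity change from -70% to -50%; inactive = maximum activity change above -50%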;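 also: thallium influx rate constant from kinetic fluorescence after stimulation buffer; % is scaled to controls: 0 for no effect and ±100 for the full control effect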
#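 We transduce U2OS cells with the mutant 3.1 virus, culture them overnight, load FluxOr with Red40 quencher for 45 min, then add stimulation buffer and read kinetically for 2 min to derive a normalized rate constant.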
# A-T KAP1 phos: candidate therapy for ataxia-telangiectasia; […] A-T fibroblasts, KAP-1 phosphorylation AlphaLISA; neocarzinostatin DNA damage 30 min before lysis; Potency, µM (titrated, usually from 57.5 µM), for the others: at the top dose activation, usual class: activators; hit rate 0.19% among 320,000; also: potency is read from the fitted curve at half-maximal effect; % of control where 0% means no effect; nearly all actives have a fitted effect of over 45% in size
#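 hTERT-immortalized A-T patient fibroblasts ([…]), 500 cells/well in OPTI-MEM, 1% FBS, got compounds for 60 min, then NCS for 30 min at 37C. Lysates were then assayed for phospho-KAP-1 by AlphaLISA (anti-pKAP1 donor, anti-KAP1 acceptor beads), 6 hr at 25C.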
# ELG1 repair inh: blocks ELG1-dependent DNA repair in HEK293T cells | Potency, µM (titrated, usually from 46.1 µM), without a hit: top-dose activity change, negative = inhibition, hits mostly inhibitors | HEK293T ELG1-luciferase reporter, luminescence, 16 h; DNA damage induced by 5-fluorouridine | hit rate 2.3% among 330,000 | AID 504467; also: potency is read from the fitted curve at half-maximal effect; % is scaled to controls: 0 for no effect and ±100 for the full control effect; nearly all actives have a fitted effect of over 55% in size
#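 Reporter activity after DNA damage by 5-fluorouridine is monitored. Compound-treated cells incubate 16 hr at 37 °C, then ONE-Glo is added for 30 min before luminescence reading.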
# TSHR antagonist: human thyrotropin receptor antagonism | P16473 | TSHR-expressing cells, TSH-stimulated cAMP HTRF, 2 h; stronger effect = lower value | hit rate 0.2% among 330,000 | activity change, negative = inhibition, % at 11.5 µM;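 active = activity change below a set negative limit, meaning inhibition stronger than a set level, cut at about -70% in these data; inconclusive = activity change between two set negative limits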; also: % is scaled to controls: 0 for no effect and ±100 for the full control effect
#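 Inhibition of cAMP made by TSHR-expressing cells under TSH stimulation (4nM final, EC80; 2 h, 37 deg C) is quantified with a one-step lysis HTRF kit, anti-cAMP cryptate versus cAMP-d2.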
# Mito fusion act: mitochondrial division inhibition or fusion activation; S. cerevisiae fusion-defective mutant growth rescue, CellTiterGlo 48 h; Potency, µM (titrated, usually from 46.1 µM), for the others: top-dose growth rescue (activation), hits mostly activators; hit rate 0.23% among 320,000;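 also: potency is read from the fitted curve at half-maximal effect; % of control where 0% means no effect; nearly all actives have a fitted effect of over 45% in size; temperature-sensitive fusion mutants such as fzo1-1 at 37 °C on non-fermentable ethanol glycerol medium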
#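 Yeast fusion mutant, YPEG (non-fermentable carbon), compound, 48 h at 37C non-permissive; CellTiterGlo added, 10 min RT, luminescence read. Rescued growth = division inhibition.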
# USP2a block: inhibitors of human ubiquitin-specific protease USP2a; AID 463254; Potency, µM (top dose mostly 38.3 µM), without a hit: at the top dose activity change, negative = inhibition, actives largely listed as inhibitors; USP2 core, Ub-CHOP2 coupled fluorogenic reporter, 485/531; hit rate 0.01% among 330,000; O75604;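 also: potency is read from the fitted curve at half-maximal effect; plate controls were DMSO wells for no effect and full inhibition by NEM control for full effect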
#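 USP2 core (10nM final) preincubated 30min RT with compound in 20mM Tris-HCl pH 8.0, 2mM CaCl2, 2mM beta-mercaptoethanol, 0.05% CHAPS; 25nM Ub-CHOP2 plus 25nM reporter substrate added, fluorescence (Ex485/Em531) read after 60min.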
# Active calls of the source: *; u = inconclusive; x = no result given; [ ] = remark or other dose. Unless noted, calls follow the shape of the dose curve; as a rule, active = well fitted curve in the direction sought with a large enough effect; inconclusive = small, poorly fitted or top-dose-only effect, or another doubt; inactive = no such curve, though single readings can be large; an effect the other way counts as inactive or inconclusive.
mol	Eya2 phos inh	TRPV1 agonist	TCR activator	hERG WT inh	KCNH2 3.1 inh	A-T KAP1 phos	ELG1 repair inh	TSHR antagonist	Mito fusion act	USP2a block
NC(=O)c1ccsc1NC(=O)CN1C(=O)NC2(CCCCC2)C1=O	11.5%	1.3	3.7%	4.2	-8.4	-1.5%	28.2%	14.4	-2.5%	-0.7%
C=CCNC(=O)COC(=O)/C=C/c1cccs1	1.4%	0.2	2.8%	-31.7	11.5	-5.1%	-13.7%	-6.5	-2.0%	1.6%
O=C(COC(=O)/C=C/c1ccccc1[N+](=O)[O-])NC1CC1	6.5%	2.5	-76.3%	2.3	5.1	0.7%	2.8%	0.3	7.0%	0.7%
NC(=O)CSCc1ccc(Br)cc1	0.6%	2.4	x	4.5	1.0	-1.8%	19.3%	-4.0	0.2%	1.9%
Cc1cc(C)nc(NC(=O)CCCC(=O)O)c1	5.8%	-2.6	-1.3%	15.0	5.0	6.3%	-6.2%	2.4	-3.2%	2.3%
Nc1nonc1OCCc1ccccc1	-30.7%	-0.3	-3.9%	25.2	7.0	-1.3%	u	5.0	6.1%	2.3%
COc1ccc(/C=C/C(=O)Nc2cc(S(=O)(=O)N3CCOCC3)ccc2OC)cc1	5.6%	x	-5.1%	5.3	-45.3	25.1%	u	-7.2	x	0.8%
CCC1(CC)Cc2ccccc2-c2nc(-c3ccccc3)oc(=O)c21	8.2%	u	-0.5%	-13.9	-8.7	2.3%	1.3%	9.3	-1.2%	1.7%
Cc1cc(=O)oc(C)c1C(=O)NCC(C)C	-6.4%	0.5	-1.3%	-19.8	4.1	1.3%	2.4%	9.9	3.9%	0.4%
CCC(C)[C@@H](C(=O)N1CCNCC1)n1cc(CCCN=C(N)N)nn1 (some centres undefined)	20.5%	4.3	0.4%	1.2	-1.2	5.4%	15.6%	16.8	-2.5%	1.6%
O=C(CCCC(=O)NC1CCCCC1)Nc1ccc([N+](=O)[O-])cc1	1.0%	-4.4	x	-4.8	3.1	-2.0%	u	5.3	2.2%	-2.5%
COc1ccc(-c2cc(C(=O)NCC3CCCO3)c3ccccc3n2)c(OC)c1 (centres undefined)	-1.6%	-2.0	-4.1%	-7.5	-5.0	6.6%	-4.1%	-37.0	-8.7%	0.8%
COc1ccc(CC(=O)N2CCCc3ccccc32)cc1	1.2%	-0.5	0.0%	3.8	-11.4	2.8%	u	7.9	0.6%	0.7%
Cc1ccc(CSCC(=O)N(C)CC(=O)Nc2ccc(C)cc2)cc1	-7.5%	2.4	0.2%	2.0	-43.0	2.5%	-21.2%	x	19.9%	-2.4%
CCC(C)[C@H](NC(=O)N1CCCC1)C(=O)OC (some centres undefined)	2.5%	0.1	1.5%	-17.3	8.2	2.3%	22.6%	33.1	-0.7%	0.9%
Cc1ccc2c(c1)c1c3n2CCN(C(=O)C2CC2)C3CCC1 (centres undefined)	-22.0%	u	-4.4%	-1.6	3.1	-1.0%	8.5%	-7.6	1.6%	-0.4%
CN1C(=O)C2(OCCCO2)c2ccccc21	4.1%	0.9	2.0%	11.9	28.5	-1.3%	10.4%	1.5	1.7%	-1.7%
CN(Cc1ccccn1)Cc1nc(COc2ccccc2)no1	-11.8%	-0.9	-7.1%	0.4	11.3	2.4%	u	0.1	-3.3%	0.3%
Cc1cccc(N2CCN(S(=O)(=O)c3ccc4[nH]c(=O)ccc4c3)CC2)c1C	5.1%	u	-0.9%	-8.5	-32.4	-17.0%	u	-12.3	-0.2%	-1.2%
Cn1c(=O)c2c(SCC(=O)Nc3ccc4c(c3)OCCO4)nc(CC(C)(C)C)nc2n(C)c1=O	7.2%	-1.5	2.6%	8.9	-3.5	-1.1%	-3.1%	-12.1	12.5%	0.4%
O=C(c1ccco1)N1CCN(C(=O)c2ccccc2[N+](=O)[O-])CC1	3.4%	-0.4	-0.9%	-1.5	12.7	0.3%	5.4%	13.2	3.6%	3.2%
COc1ccccc1NC(=O)CSc1nnc2ccc(-c3cccnc3)nn12	-1.1%	1.1	0.4%	-4.8	-4.6	0.3%	-8.3%	-0.6	19.9%	0.2%
CCN1CCN(c2cc(C)c3cc(NC(=O)c4ccc(Br)o4)ccc3n2)CC1	11.3%	4.0	-2.9%	-11.2	-8.0	0.0%	-17.7%	10.0	-1.3%	-2.4%
COc1ccc(C(=O)OCC(=O)Nc2cccc(C(C)=O)c2)cc1OC	3.2%	4.1	-1.4%	-11.3	4.8	18.4%	u	16.5	x	2.2%
CCCCS(=O)(=O)N1CCN(S(=O)(=O)c2cccs2)CC1	2.4%	-1.0	5.5%	-8.3	x	15.1%	-2.2%	-4.1	-1.1%	-0.3%
CCc1nnc(SCC(=O)Nc2ccccc2)n1CC1CCCO1 (centres undefined)	-21.1%	1.6	0.1%	0.5	9.3	-1.8%	6.8%	12.2	0.4%	-9.0%
COc1ccccc1CC(=O)Nc1ccc([N+](=O)[O-])cc1O	-1.8%	2.3	x	-7.7	-21.7	-3.1%	u	0.4	6.2%	-1.4%
c1ccc(-c2nnc(NC3=NCCC3)o2)cc1	-2.7%	3.7	-0.5%	1.5	-8.2	3.0%	u	4.0	3.8%	1.0%
COc1cccc(C2C3=C(N=C4SCC(=O)N42)c2ccccc2CC3)c1OC (centres undefined)	-2.4%	2.1	12.7%	-1.5	-5.4	-7.1%	-3.1%	-2.1	u	2.7%
CN(CC(=O)NCc1ccncc1)S(=O)(=O)c1ccc(Br)cc1	-4.5%	4.8	2.7%	3.9	23.8	-10.5%	-1.6%	10.2	5.8%	0.9%

# An excerpt of these results, as labelled records:
> COc1cccc(C2C3=C(N=C4SCC(=O)N42)c2ccccc2CC3)c1OC (centres undefined)
  Eya2 phos inh = -2.4%
  TRPV1 agonist = 2.1
  TCR activator = 12.7%
  hERG WT inh = -1.5
  KCNH2 3.1 inh = -5.4
  A-T KAP1 phos = -7.1%
  ELG1 repair inh = -3.1%
  TSHR antagonist = -2.1
  Mito fusion act = u
  USP2a block = 2.7%

> CN(CC(=O)NCc1ccncc1)S(=O)(=O)c1ccc(Br)cc1
  Eya2 phos inh = -4.5%
  TRPV1 agonist = 4.8
  TCR activator = 2.7%
  hERG WT inh = 3.9
  KCNH2 3.1 inh = 23.8
  A-T KAP1 phos = -10.5%
  ELG1 repair inh = -1.6%
  TSHR antagonist = 10.2
  Mito fusion act = 5.8%
  USP2a block = 0.9%

# Later entries
mol	Eya2 phos inh	TRPV1 agonist	TCR activator	hERG WT inh	KCNH2 3.1 inh	A-T KAP1 phos	ELG1 repair inh	TSHR antagonist	Mito fusion act	USP2a block
COc1cc(-c2noc(CCCC(=O)NC3CCCCC3)n2)cc(OC)c1OC	u	-0.1	-4.0%	7.0	-3.5	4.9%	5.17µM*	2.2	-1.6%	2.1%
COc1ccc(CN(C)C(=O)c2ccc(NC(=O)CC3SC(N4CCCC4)=NC3=O)cc2)c(OC)c1OC (centres undefined)	15.0%	1.3	2.9%	-8.8	-3.8	-11.1%	6.4%	0.8	-10.5%	-0.1%
CC1(C)Cc2ccccc2-c2nnc(SCC(=O)Nc3ccc4c(c3)OCO4)n21	7.8%	x	0.5%	-6.1	-23.4	-0.2%	13.7%	6.8	-2.7%	0.0%
CCc1nnc(NC(=O)C(C)N2C(=O)C3C4C=CC(C4)C3C2=O)s1 (centres undefined)	7.8%	1.6	0.8%	-2.4	8.1	0.9%	0.7%	4.8	1.6%	0.4%
C#CCOCCOCCOCCNc1nc(N2CCN(C(=O)[C@H](CO)n3cc([C@@H](N)C(C)C)nn3)CC2)nc(N2CCN(C(=O)[C@H](CCCCN)n3cc([C@@H](N)[C@H](C)CC)nn3)CC2)n1	4.0%	x	-2.9%	0.9	5.4	-1.7%	5.8%	-7.4	x	-5.2%
Cc1ccc(NS(=O)(=O)c2cc(OCC(N)=O)c(C)cc2Cl)cc1C	-3.6%	-1.8	5.6%[46.1 µM]	5.1	7.6	x	u	-11.2	1.8%	-0.7%
Cc1c(Cl)c([N+](=O)[O-])nn1CCCC(=O)Nc1ccc(Cl)cc1Cl	2.5%	16.8	-2.2%[46.1 µM]	-2.0	7.8	7.0%	-6.9%	8.4	19.6%	3.0%
CCc1ccc(Oc2coc3cc(O)ccc3c2=O)cc1	u	7.7	3.8%	2.2	0.1	-7.8%	u	0.6	u	1.6%
Cc1nn(-c2ccccc2)c(N2CCCC2)c1/C=N/NC(=O)c1cc(-c2ccccn2)nc2ccccc12	4.3%	-0.3	-2.1%[46.1 µM]	-4.3	2.4	-0.9%	8.2µM*	-16.2	-0.9%	-2.4%
O=C(OC1CCOC1=O)c1ccc2ncsc2c1 (centres undefined)	2.9%	-1.0	-4.7%[46.1 µM]	22.1	2.3	-2.4%	10.6%	-5.9	-1.2%	1.1%

# Not all compounds are listed. The share of hits here may be higher or lower than overall.
